CSM14.1 death rescue: protection against thapsigargin-triggered cell killing – 384-well, CSM14.1, ATP luminescence, primary screen (AID 1222) | 190,000 tested, under 10 active | CSM14.1 thapsigargin-induced death rescue, ATP luminescence; higher % means a stronger effect | cellular ATP content (survival), % at 20 µM; hits with a dose series show EC50 in µM;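 active means EC50 below 50 µM in the dose-response confirmation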;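 further: death triggered by thapsigargin at about 15 µM added after 2 h compound pretreatment; cell ATP read after overnight thapsigargin exposure of roughly 18 to 22 hours; normalized against plate controls of thapsigargin alone and 5% DMSO vehicle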
Salmonella PhoP GFP: inhibitors of PhoP regulon expression, primary screen, Salmonella Typhimurium, GFP reporter (AID 1863); S. Typhimurium PhoP-regulated promoter GFP reporter, 4 h; higher % means a stronger effect; one-dose inhibition, % at 50 µM; IC50 in µM for titrated hits; 0.16% of 300,000 active;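 active means inhibition over 29.93%, a cutoff 3 SD above the screen mean, later confirmed by dose response; inconclusive means inhibition over 29.93% but no dose response follow-up; inactive means inhibition at most 29.93% or unconfirmed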;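 further: 0% = low Mg2+ inducing control and 100% = high Mg2+ repressing control; strong numbers were not always called active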
Yfh1-depleted yeast: mitochondrial function rescue without frataxin homolog – Friedreich's ataxia, plus single-dose screen, dose response (AID 1465); S. cerevisiae Yfh1-off respiration, WST-1 reduction, 72 h; higher fold induction means a stronger effect; fold induction at 50 µM, or EC50 in µM where a hit was titrated; 0.074% of 220,000 active;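 active means fold induction of absorbance versus untreated yeast above a set limit, then at least 30% activation at any dose in follow-up; inconclusive means repeats straddling the limit, or above it without dose testing; inactive means fold induction below the set limit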;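 further: activators that raise dye reduction in frataxin-depleted yeast; strong numbers were not always called active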
P. falciparum M17LAP: P. falciparum M17LAP inhibitors, primary screen, biochemical, fluorogenic H-Leu-NHMec substrate, 1536-well (AID 1619) | 0.38% of 220,000 active | recombinant M17LAP, H-Leu-NHMec fluorogenic kinetic assay; higher % means a stronger effect | inhibition, % at 30 µM; hits with a dose series show IC50 in µM;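 active means compound inhibiting the enzyme by more than half at any dose during confirmatory dose-response retesting; inconclusive means strong single-dose inhibitors picked by rank but not retested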;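 further: plate controls were full reaction with DMSO carrier for no effect and no enzyme background for full effect; strong numbers were not always called active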
SIAH1 antagonists: blockers of Siah-1 interaction with plectin peptide – biochemical, fluorescence polarization, rhodamine-plectin, uHTS, primary screen (AID 1817); Siah-1 / rhodamine-plectin peptide fluorescence polarization; higher % means a stronger effect; displacement, % at 20 µM, or IC50 in µM where a hit was titrated; 0.02% of 290,000 active;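 active means displacement of at least 50% at 20 µM, with a fluorescence ratio check between 0.3 and a set limit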;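 further: plate controls were Siah plus tracer with DMSO for no effect and tracer alone without Siah for full effect; strong numbers were not always called active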
XIAP antagonists: small molecules displacing peptide from XIAP – biochemical, IAP family, fluorescence polarization (AID 1018) | XIAP BIR domain, fluorescence polarization peptide displacement; higher % means a stronger effect | displacement, % at 20 µM, or IC50 in µM where a hit was titrated | 0.007% of 200,000 active; in the data active means displacement above about 50%; further: a part of the inactive calls stands beside numbers as strong as those of hits
human PMI inhibitors: human PMI inhibitors, high substrate, primary screen, biochemical, fluorescence intensity, high mannose 6-phosphate (AID 1220). inhibition, % at 20 µM; hits with a dose series show IC50 in µM. 0.66% of 190,000 active. recombinant PMI enzyme, coupled fluorescence intensity; higher % means a stronger effect; in the data active means inhibition above about 50%
M1AAP inhibition: P. falciparum M1AAP inhibitors, biochemical, fluorogenic H-Leu-NHMec substrate, 1536-well (AID 1445) | inhibition, % at 30 µM, or IC50 in µM where a hit was titrated | recombinant M1AAP, H-Leu-NHMec fluorogenic kinetic assay; higher % means a stronger effect | 0.42% of 220,000 active;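 active means primary inhibition above the hit cutoff, then over 50% inhibition at one or more dose response concentrations, cut at about 23% in these data, passing the limit was not always enough; inconclusive means conflicting primary data, or primary hits not chosen for dose response; inactive means low primary inhibition, or under 50% at every dose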;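 further: plate controls were DMSO full reaction for no effect and no enzyme background for full effect; strong numbers were not always called active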
West Nile virus CPE: inhibition of WNV-induced cytopathic effect – cell-based, CPE readout (AID 1621). West Nile virus-infected cells, CPE inhibition; higher % means a stronger effect. 0.02% of 290,000 active. CPE inhibition, % at 10 µM; hits with a dose series show IC50 in µM; in the data active means a potency from the dose series; inconclusive means CPE inhibition mostly from about 3.7% at the one dose, without a potency; inactive means the rest, 99 in 100 with CPE inhibition below about 2.2%; further: strong numbers were not always called active
An asterisk follows results filed as active; i = inactive; ? = inconclusive; · = no result given.

Results follow in this order: CSM14.1 death rescue | Salmonella PhoP GFP | Yfh1-depleted yeast | P. falciparum M17LAP | SIAH1 antagonists | XIAP antagonists | human PMI inhibitors | M1AAP inhibition | West Nile virus CPE
- CC1Cc2ccccc2N1C(=O)Cn1cnc2ccccc2c1=O (stereo unspecified)
  -2.6% | 4% | i | 16% | 2% | -2.8% | -4% | 0% | 0.1%
- O=C(O)CSCc1nc2ccccc2[nH]1
  0.1% | 1% | i | -5% | 10% | -5.1% | -14% | 0% | 0.9%
- CC1=C/C(=N\Nc2ccccc2[N+](=O)[O-])CC(C)(C)C1
  13% | 13% | i | 13% | -1% | -2.7% | 5% | 3% | -1.4%
- O=C(COc1ccccc1)N1CCN(c2nnc(-c3ccccc3)c3ccccc23)CC1
  12% | -2% | i | 11% | 1% | -18% | 0% | 14% | 1.0%
- COC(=O)c1ccc2nc(-c3ccc(S(C)(=O)=O)cc3)cn2c1
  -0.3% | -6% | i | -11% | -3% | -3.7% | -6% | -1% | -0.1%
- O=C(NCc1nc2ccccc2[nH]1)C1=C[C@H](c2ccccc2)C[C@H](OCCCCO)O1
  · | -3% | i | 0% | 4% | · | · | 4% | -0.1%
- COC(=O)c1ccccc1OCC(=O)N1CCN(c2ccc(F)cc2)CC1
  1.7% | -3% | i | 12% | 2% | -3.1% | 5% | -3% | -1.2%
- CCN(CC)C(=O)CCCSc1nnc(Nc2ccccc2F)s1
  0.1% | -4% | i | 31% | -5% | -13% | -8% | 0% | -0.6%
- CSc1ccc(C#N)cc1NC(=O)c1cccnc1Cl
  -1.0% | -12% | i | 6% | 6% | -1.6% | -8% | -5% | 1.1%
- COc1ccccc1-c1nn2c(-c3ccco3)nnc2s1
  -1.2% | -3% | i | 16% | 2% | 2.3% | 5% | 19% | ?
- CC1(NC(=O)CC[N+](C)(C)CCO)CS(=O)(=O)CC1S(=O)(=O)[O-] (stereo unspecified)
  -1.9% | 2% | i | -3% | 6% | -4.2% | -16% | 1% | -0.2%
- COc1ccc(N2C(=O)CCC(C(=O)N3CCCCCC3)C2c2ccc(OC)c(OC)c2)cc1 (stereo unspecified)
  -0.7% | -3% | i | -2% | 6% | -2.2% | 1% | 9% | -0.3%
- O=C(Nc1ccc2ccccc2c1)c1onc2c1CCCC2
  1.5% | 2% | i | 0% | 0% | -8.7% | 0% | 7% | -0.4%
- Cc1ccc(-c2noc(-c3ccoc3C)n2)cc1
  -1.6% | 1% | i | 3% | -1% | -3.6% | 0% | 4% | 0.2%
- O=C(COc1ncnc2sccc12)NC1CCCc2ccccc21 (stereo unspecified)
  -2.8% | -2% | i | 11% | 0% | -0.9% | 8% | 6% | -0.5%
- CCc1c(O)nc(SCC(N)=O)n(-c2ccccc2F)c1=O
  -2.3% | -2% | i | 3% | 4% | -1.3% | 9% | 3% | 0.2%
- Cc1ccc(SCC(=O)Nc2ccccc2C(=O)O)cc1
  -0.8% | -4% | i | -12% | 6% | -1.9% | -12% | -1% | 0.0%
- O=C(CSCc1ccc([N+](=O)[O-])cc1)NCCSCc1ccccc1
  -1.7% | -4% | i | 2% | -3% | -0.5% | 3% | -7% | 0.1%
- O=C(O)CCC(=O)NNC(=O)CCC1CCCCC1
  -1.4% | 21% | i | -2% | -1% | -2.9% | 4% | -4% | -0.1%
- CCOc1ccc(NS(=O)(=O)c2cc(OC)ccc2OC)cc1
  -0.6% | 3% | i | -7% | -2% | -4.3% | -3% | -5% | -1.0%
- CCOC(=O)C1=C(C)OC(N)=C(C#N)C1c1ccsc1 (stereo unspecified)
  -1.2% | 10% | i | 7% | -6% | -5.7% | 9% | -5% | ·
- C/C(=N\OCC(=O)Nn1c(=O)[nH]c2ccccc2c1=O)c1cccs1
  2.5% | -1% | i | -2% | 4% | -9.1% | 8% | 5% | -0.5%
- OCC1CCCCN1C(=S)Nc1ccc(Cl)cc1Cl (stereo unspecified)
  -0.2% | -1% | i | 1% | -2% | 0.1% | -8% | 3% | -1.5%
- Cc1ccc2c(CSc3nnc(C4CC4)n3N)cc(=O)oc2c1
  2.2% | 3% | i | 10% | 0% | -3.2% | -6% | 1% | -0.6%
- COc1ccc(N2CCN(C(=O)c3ccc4c(c3)[nH]c(=S)n3c5ccccc5nc43)CC2)cc1
  0.6% | -5% | i | 28% | 4% | 2.6% | 23% | ? | -0.2%
- Cc1ccc(C(=O)Nc2cc([N+](=O)[O-])ccc2F)s1
  1.0% | -3% | i | 0% | 0% | -4.9% | 13% | -4% | 0.0%
- Cc1ccc(N/C=C/C(=O)c2ccc(C)cc2)cc1
  -2.5% | 5% | i | -5% | -1% | -1.7% | -1% | 7% | 0.0%
- Clc1ccc2nc(-c3ccccc3)c(CN3CCOCC3)n2c1
  -1.0% | 9% | i | 11% | 0% | -2.8% | 17% | 3% | 0.0%
- O=S(=O)(Nc1ccc(-c2nc3cccnc3s2)cc1)c1cccs1
  -2.1% | -2% | i | -15% | -1% | -8.7% | 13% | 6% | 0.6%
- O=S(=O)(c1ccccc1C(F)(F)F)N1C=CC(C(F)(F)F)=NCC1
  · | -3% | i | 0% | -4% | · | · | -2% | 0.0%
- COCCNC(=O)CSc1nnc(-c2ccc(C)cc2)c(-c2ccc(C)cc2)n1
  -0.9% | -3% | i | 3% | 0% | 0.9% | -1% | 4% | -0.5%
- Cc1cc(Cl)c(S(=O)(=O)Nc2ccc3c(c2)OCO3)cc1OCC(N)=O
  -5.5% | -1% | i | -10% | 0% | -3.4% | 4% | 3% | -0.1%
- O=C(NCc1cccnc1)c1ccc([N+](=O)[O-])o1
  -3.9% | -17% | i | 29% | 1% | -8.8% | 2% | 0% | ?
- CC(NC(=O)c1ccc(C23CC4CC(CC(C4)C2)C3)cc1)C(=O)O (stereo unspecified)
  -0.1% | -1% | i | 13% | 5% | -16% | -6% | 3% | -0.5%
- CCOc1ccccc1C(=O)N(CN1CCCC1=O)c1ccc(C)c(Cl)c1
  -0.3% | -5% | i | -10% | 1% | -25% | 19% | 0% | -0.7%
- CCCNC(=O)COC(=O)c1ccc(-c2ccccc2)cc1
  -0.2% | -6% | i | -9% | 1% | -2.0% | 1% | 5% | 0.5%
- NC(=O)NC(=O)CSc1nc(-c2ccccc2)c(-c2ccccc2)n1CC1CCCO1 (stereo unspecified)
  1.7% | 3% | i | -3% | 2% | -2.8% | 13% | 5% | -0.3%
- Cc1cc(/C=C2/C(=N)N3C(=NC2=O)SN=C3S(C)(=O)=O)c(C)n1-c1ccccc1F
  -3.3% | -4% | i | 56% | 17% | -4.3% | -74% | 9% | 0.3%
- O=C(Nc1ccc(Cl)cc1)c1ccc2c(c1)OCO2
  -6.9% | -4% | i | 14% | -2% | -2.9% | 5% | 13% | 0.2%
- COCCSc1ccccc1C(=O)N1CCc2ccccc2C1
  -1.1% | -11% | i | -6% | 4% | 0.1% | -2% | -1% | -0.1%
- O=C(CSc1nnc(-c2ccncc2)n1CC1CCCO1)Nc1nccs1 (stereo unspecified)
  -1.4% | 0% | i | 3% | -4% | -2.8% | -7% | 9% | 0.7%
- CCNc1ccc(S(=O)(=O)N(C)C)cc1[N+](=O)[O-]
  0.0% | -4% | i | -1% | -2% | -9.3% | 17% | 17% | 1.3%
- Cc1ccccc1CC1(CO)CCCN(C(=O)c2cc(Cl)ccc2F)C1 (stereo unspecified)
  0.2% | 7% | i | 3% | -4% | -6.3% | -8% | 1% | -1.9%
- CN(C(=O)Cc1ccccc1)n1cnnc1
  -1.1% | -3% | i | 0% | 2% | -3.8% | -12% | 16% | 1.9%
- O=C(COC(=O)CCc1c[nH]c(=O)[nH]1)Nc1ccccc1
  -2.3% | -14% | i | -21% | 0% | -6.3% | -21% | 6% | 0.5%
- O=C(O)c1ccc(S(=O)(=O)c2ccc(Sc3ccc(C(=O)O)c(C(=O)O)c3)cc2)cc1
  -0.6% | -1% | i | 10% | 6% | -5.5% | -11% | -2% | 0.4%
- Cc1cc(NC(=O)Cc2cccs2)no1
  -0.4% | -1% | · | 3% | 16% | -7.8% | -40% | 1% | ·
- O=C1NC(NS(=O)(=O)c2ccc(Cl)cc2)(C(F)(F)F)C(=O)N1c1ccccc1 (stereo unspecified)
  3.4% | -9% | i | 6% | -1% | -3.7% | -1% | 10% | 0.1%
- C/C(=N\Nc1nc(N2CCCCC2)nc(N2CCOCC2)n1)c1cccs1
  -1.8% | 7% | i | 12% | -4% | -7.4% | 13% | 7% | -0.4%
- Fc1ccc2c(c1)C(c1ccc(N3CCOCC3)cc1)=NNC(c1cccs1)=N2
  -1.0% | -6% | i | -9% | 4% | 2.5% | 23% | 6% | -0.4%
- Cc1cc(C)cc(CC2CC(=O)N(c3cc(C)on3)C2=O)c1 (stereo unspecified)
  -3.9% | -14% | i | 1% | 10% | -8.9% | -10% | 2% | -0.3%
- CCNC(=S)N1CCN(CCN=CC2=C(O)CC(c3ccco3)CC2=O)CC1 (stereo unspecified)
  -1.0% | 1% | i | -4% | 2% | -4.3% | 5% | 6% | 0.1%
- CC1NC(=O)NC1CCCCCC(=O)Nc1ccc(F)c(Cl)c1 (stereo unspecified)
  · | 8% | i | -9% | 10% | -1.1% | -7% | -7% | 0.7%
- CC(C(=O)Nc1ncccn1)(c1ccccc1)c1ccccc1
  1.1% | 2% | i | -2% | 0% | -14% | 1% | 9% | -0.5%
- CC(C)(O)C#Cc1ccc(CN2CCCC(CO)(Cc3cccc(Cl)c3)C2)cc1 (stereo unspecified)
  -0.6% | -11% | i | 9% | -5% | -5.2% | · | 0% | -1.0%
- N/C(CN1CCCC1=O)=N\OC(=O)c1ccc(Cl)cc1
  -0.2% | -19% | i | -8% | 2% | -4.8% | 0% | 2% | 0.6%
- Cn1c(SCc2nc(-c3ccc(Cl)cc3)no2)nnc1-c1ccccc1
  -0.7% | -3% | i | 3% | 2% | -1.2% | -8% | -5% | -0.4%
- CCCCOc1ccc(C(=O)NCC(=O)OCC(=O)N2CCN(S(=O)(=O)c3ccc(C)cc3C)CC2)cc1
  1.1% | -7% | i | -2% | 8% | -0.9% | 2% | 3% | -0.2%
- O=C(/C=C/c1ccc(S(=O)(=O)N2CCOCC2)cc1)NCc1ccc(Cl)cc1
  -2.2% | 0% | i | -4% | 11% | -18% | -6% | -1% | -1.2%
- CC(NC(=O)c1ccc(Br)cc1)C(=O)NC1=NCCS1 (stereo unspecified)
  -1.8% | 5% | i | -1% | -5% | -11% | 3% | -2% | 0.8%
